RAD54 branch: inhibitors of human RAD54 branch migration; inhibition, % at 10.4 µM; Q92698; RAD54 Holliday junction branch migration, FAM/BHQ fluorescence; 360,000 compounds, 0.14% hits;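 active = mean normalized replicate activity at least 40 and at least half of replicates scoring 40 or more; inconclusive = only one of the two criteria met; inactive = mean below 40 and under half of replicates reaching 40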;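 also: 0% = median of neutral control wells and 100% = median of positive control wells; inhibitors cause a drop in the FAM fluorescence signal; in these data hits start at about 50%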
Target sequence (Q92698 whole entry, looked up): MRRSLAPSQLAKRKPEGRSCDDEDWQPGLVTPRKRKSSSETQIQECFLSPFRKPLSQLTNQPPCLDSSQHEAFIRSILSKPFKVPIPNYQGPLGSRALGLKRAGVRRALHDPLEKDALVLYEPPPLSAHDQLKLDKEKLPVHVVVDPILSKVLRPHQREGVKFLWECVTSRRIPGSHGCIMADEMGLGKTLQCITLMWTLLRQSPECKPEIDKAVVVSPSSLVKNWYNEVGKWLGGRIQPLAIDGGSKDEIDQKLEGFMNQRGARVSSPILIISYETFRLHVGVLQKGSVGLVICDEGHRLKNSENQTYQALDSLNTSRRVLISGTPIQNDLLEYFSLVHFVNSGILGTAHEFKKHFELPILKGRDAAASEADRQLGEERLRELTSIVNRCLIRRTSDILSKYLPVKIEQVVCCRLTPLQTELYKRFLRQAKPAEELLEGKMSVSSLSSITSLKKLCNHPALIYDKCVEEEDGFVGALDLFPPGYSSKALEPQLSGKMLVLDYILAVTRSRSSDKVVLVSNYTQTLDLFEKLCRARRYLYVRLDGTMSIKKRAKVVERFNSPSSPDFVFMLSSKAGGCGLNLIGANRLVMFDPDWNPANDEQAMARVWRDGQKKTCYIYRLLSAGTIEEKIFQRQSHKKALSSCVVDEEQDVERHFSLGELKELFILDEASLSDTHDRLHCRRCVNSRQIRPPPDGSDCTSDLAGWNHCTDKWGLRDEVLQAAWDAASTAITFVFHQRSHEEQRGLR
ERp5 inh: inhibitors of human ERp5. ERp5 insulin aggregation, absorbance 650 nm, 90 min. inhibition, % at 9.99 µM. 350,000 compounds, 0.05% hits;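 active = mean replicate inhibition above about 25%, with every replicate also reaching it, limit read from the data, passing the limit was not always enough; inconclusive = only one of those two criteria met; inactive = neither criterion met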
E-sel inducer: induces E-selectin expression in human endothelial cells; P16581; HUVEC E-selectin immunofluorescence imaging; normalized: neutral wells 0, TNF-alpha wells 100; activation, % at 7.58 µM; 260,000 compounds, 0.37% hits; AID 686992;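 active = mean E-selectin-positive cell signal at least 10% of the positive control, reached in at least 60% of replicates, without over 20% cell loss; inconclusive = no rule given, readout overlaps actives, possibly toxicity-flagged; inactive = the rest, including those meeting only one limit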;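 also: in these data hits start at about 27%; measured in HUVEC primary endothelial cells; signal is the percent of cells scored E-selectin positive by PE staining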
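Assay system: HUVEC, human umbilical vein endothelial cells / Amount: 3,000 HUVEC/well / Controls: TNF-alpha positive control, DMSO neutral control / Compound dosing: single concentration / Medium: EGM-2 over gelatin coat / Evaluation: percent E-selectin-positive cells / Signal: immunofluorescence imaging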
PglD DTNB: inhibitors of Campylobacter jejuni PglD acetyltransferase. purified PglD enzyme, DTNB colorimetric CoA detection. inhibition, % at 12.5 µM. 360,000 compounds, 0.098% hits; in the data active = inhibition above about 16%, passing the limit was not always enough; inconclusive = no clear call, values can overlap the other calls; also: strong numbers were not always called active
CASP6 VEID inh: inhibitors of human caspase-6 | inhibition, % at 12.5 µM | 350,000 compounds, 0.53% hits | purified caspase-6, Z-VEID-R110 cleavage fluorescence;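 active = mean inhibition across replicates at least about 35%, with every replicate also reaching that limit, limit read from the data; inconclusive = only one of the two criteria met; inactive = neither criterion met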;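 also: 0% = median of neutral control wells and 100% = no fluorescence left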
Target sequence (P55212 24-179 limits assumed): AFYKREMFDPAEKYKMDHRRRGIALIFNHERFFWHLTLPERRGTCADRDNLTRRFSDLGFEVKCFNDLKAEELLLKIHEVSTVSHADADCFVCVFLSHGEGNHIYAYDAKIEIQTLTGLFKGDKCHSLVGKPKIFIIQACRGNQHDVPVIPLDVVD
Target sequence (P55212 194-293 limits assumed): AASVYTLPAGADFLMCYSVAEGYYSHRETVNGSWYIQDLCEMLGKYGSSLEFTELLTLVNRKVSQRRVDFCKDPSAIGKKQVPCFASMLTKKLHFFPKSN
RAD52 inh: RAD52 (human) annealing inhibition | AID 651710 | inhibition, % at 18.7 µM | P43351 | recombinant RAD52 DNA annealing, FRET fluorescence | 360,000 compounds, 0.46% hits;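 active = every replicate showing at least 50% inhibition; inconclusive = mean inhibition at least 50% but not in every replicate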
ARNT TACC3 PPI: ARNT/TACC3 interaction disruption | 390,000 compounds, 0.66% hits | inhibition, % at 9.99 µM | AlphaScreen His-ARNT PAS-B/GST-TACC3 binding, luminescence; TACC3 fragment carries E629A point mutation | Q9Y6A5;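 active = mean inhibition of replicates at least 50% and at least half of replicates each reaching 50%; inconclusive = half or more replicates reach 50% but mean below 50%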;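 also: 0% = complete ARNT plus TACC3 wells and 100% = ARNT alone without TACC3; many hits fall short of the cut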
esBAF inh: SWI/SNF esBAF complex inhibition; 350,000 compounds, 2% hits; reporter increase, % at 12.5 µM; mouse ES cells, Bmi1-luciferase knock-in reporter, 24 h; 100% = twice the neutral-well signal; AID 602393; in the data active = activation above about 40%; inconclusive = no clear call, values can overlap the other calls;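 also: 0% = median of the plate's neutral control wells and 100% = double that signal; a rise in the Bmi1 reporter signal indicates esBAF inhibition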
* marks the source's active call; other numbers are inactive results; ? = inconclusive; . = not tested or not shown.

Order of values – RAD54 branch | ERp5 inh | E-sel inducer | PglD DTNB | CASP6 VEID inh | RAD52 inh | ARNT TACC3 PPI | esBAF inh
CN1CCN(c2ccncc2S(=O)(=O)N2CCCC2)CC1
 : -3 | 5 | -0.7 | 2 | -7 | -7 | . | -3
COc1ccc(C#Cc2cnc3c(c2)C(=O)N([C@@H](C)CO)C[C@@H](C)[C@H](CN(C)C(=O)c2ccccc2F)O3)cc1
 : 1 | 3 | -0.5 | 3 | 3 | 7 | 2 | 5
C[C@@H]1CN([C@H](C)CO)S(=O)(=O)c2ccc(Br)cc2O[C@H]1CN(C)C(=O)c1cnccn1
 : 1 | -1 | -0.4 | 4 | -4 | 9 | 6 | 4
COc1ccc(OC)c(NC(=O)CN2C(=O)COc3ccc(C)cc32)c1
 : 3 | -8 | . | -1 | 3 | 1 | 8 | -6
CC(C)NC(=O)Nc1cccc2c1O[C@H](CN(C)C(=O)Nc1ccc3c(c1)OCO3)[C@@H](C)CN([C@@H](C)CO)C2=O
 : -11 | 0 | -2.3 | 0 | 3 | 8 | -4 | 0
Fc1ccc(CSc2nc3ncccc3[nH]2)cc1
 : 4 | . | . | 3 | . | . | -2 | 21
O=C(c1ccc(Cl)cc1)N1CCCC(C(=O)N2CCCCC2)C1 (centres undefined)
 : -5 | 2 | 0.0 | 1 | 2 | 0 | . | -4
Cc1ccc2nccc(C(=O)N3CCCC(Nc4ccc(F)cc4)C3)c2c1 (centres undefined)
 : -3 | -13 | -0.7 | 2 | 0 | -18 | 5 | -3
O=C1NCCN1C(=O)c1ccco1
 : 8 | . | 1.2 | -4 | . | . | -4 | -8
CN(C)CCCNC(=O)C[C@H]1CC[C@@H]2[C@H](COc3ccc(NC(=O)NC4CCCC4)cc3C(=O)N2C)O1
 : -11 | -5 | 0.0 | -2 | -2 | -4 | -11 | 14
CCCCNC(=O)c1onc(CSc2cc(C)cc(C)c2)c1C(=O)NCCCC
 : -7 | 3 | 0.1 | -1 | -5 | -1 | -15 | -2
Cc1cccn2c(=O)c3cc(C(=O)N4CCCCC4C)sc3nc12 (centres undefined)
 : 3 | -3 | 0.3 | -3 | 0 | -19 | -3 | 30
COC(=O)c1cc(NC(=O)c2cc(C(C)(C)C)nn2Cc2ccc(F)cc2)ccc1N1CCOCC1
 : 8 | 1 | 0.5 | 7 | 1 | -27 | -2 | .
CCn1c(COc2cccc(C)c2C)nnc1SCC(=O)N1CCN(c2ccc(OC)cc2)CC1
 : 12 | . | . | -5 | . | . | -8 | 10
COCC(=O)N1CC[C@@H]2[C@H](CO)Nc3ccc(-c4ccc(C#N)cc4)cc3[C@@H]21
 : -8 | . | 0.3 | -2 | . | . | . | 0
Cc1occc1C(=O)NNC(=O)c1ccccc1C(=O)O
 : 10 | 3 | . | 2 | -1 | -6 | 1 | .
Cc1[nH]c(=O)c(C#N)c(C)c1CCC(=O)N(C)CC(=O)Nc1ccc(Cl)c(Cl)c1
 : 2 | 2 | . | 1 | . | -19 | 0 | -1
CC1C2=C(CC(C)(C)CC2=O)NC2=C1C(=O)CC(C)(C)C2
 : 5 | -2 | . | 7 | 1 | -7 | 1 | 19
COc1ccc(Cl)cc1-c1nc(N)nc(NC2CCCCC2)n1
 : -1 | -1 | . | -6 | -4 | -8 | -4 | .
COC(=O)c1ccccc1N=Nc1c(C)[nH][nH]c1=O
 : 9 | ? | 1.3 | -2 | -1 | -24 | 5 | -3

Whole records, quoted from the list.
O=C1NCCN1C(=O)c1ccco1 in the list: RAD54 branch = 8; ERp5 inh = .; E-sel inducer = 1.2; PglD DTNB = -4; CASP6 VEID inh = .; RAD52 inh = .; ARNT TACC3 PPI = -4; esBAF inh = -8
COC(=O)c1cc(NC(=O)c2cc(C(C)(C)C)nn2Cc2ccc(F)cc2)ccc1N1CCOCC1 in the list: RAD54 branch = 8; ERp5 inh = 1; E-sel inducer = 0.5; PglD DTNB = 7; CASP6 VEID inh = 1; RAD52 inh = -27; ARNT TACC3 PPI = -2; esBAF inh = .

Some of the entries so far, bar-delimited:
compound | RAD54 branch | ERp5 inh | E-sel inducer | PglD DTNB | CASP6 VEID inh | RAD52 inh | ARNT TACC3 PPI | esBAF inh
Cc1ccc2nccc(C(=O)N3CCCC(Nc4ccc(F)cc4)C3)c2c1 (centres undefined) | -3 | -13 | -0.7 | 2 | 0 | -18 | 5 | -3
O=C1NCCN1C(=O)c1ccco1 | 8 | . | 1.2 | -4 | . | . | -4 | -8
CN(C)CCCNC(=O)C[C@H]1CC[C@@H]2[C@H](COc3ccc(NC(=O)NC4CCCC4)cc3C(=O)N2C)O1 | -11 | -5 | 0.0 | -2 | -2 | -4 | -11 | 14

Continued.
Order of values – RAD54 branch | ERp5 inh | E-sel inducer | PglD DTNB | CASP6 VEID inh | RAD52 inh | ARNT TACC3 PPI | esBAF inh
C=CCN(CC=C)S(=O)(=O)c1ccc(F)cc1
 : -1 | . | . | -2 | . | . | -1 | -5
Cc1ccc(S(=O)(=O)N(C)C[C@@H]2Oc3ccc(NS(C)(=O)=O)cc3C(=O)N([C@H](C)CO)C[C@@H]2C)cc1
 : -3 | -4 | -0.1 | 1 | 3 | -15 | -9 | -1
O=C(Nc1ccccc1)N1CCCCN2[C@H](C1)[C@@H](c1ccc(C3=CCCCC3)cc1)[C@@H]2CO
 : -6 | -1 | 0.4 | 4 | 18 | -7 | -3 | -2
COc1ccc(S(=O)(=O)Nc2ccc3c(c2)C(=O)N([C@@H](C)CO)C[C@@H](C)[C@@H](CN(C)C(=O)Nc2ccccc2)OCCCC[C@H](C)O3)cc1
 : -10 | . | -0.3 | 7 | . | . | -10 | -7
COc1ccc(-c2oc3ccccc3c2C#CC(C)(C)O)cc1
 : -1 | 2 | 0.2 | 1 | -12 | 0 | 4 | -3
CO[C@@H]1CN(C)C(=O)c2cc(NC(=O)C3CCOCC3)ccc2OC[C@@H](C)N(C)C[C@H]1C
 : 4 | 1 | -0.2 | -3 | 1 | 0 | -8 | 0
CO[C@@H]1CN(C)C(=O)c2ccc(NC(=O)c3ccccc3F)cc2OC[C@H](C)N(CC2CC2)C[C@H]1C
 : -9 | 6 | -0.3 | 5 | -3 | 3 | 29 | 1
COc1cc(NC(=O)c2ccc(S(=O)(=O)N(C)C)cc2)cc(OC)c1OC
 : . | -7 | . | . | 0 | -3 | -3 | -10
COCC(=O)N1[C@H](C#N)[C@H](c2ccc(-c3cccc(F)c3)cc2)[C@@H]1CO
 : -14 | 3 | -0.2 | -1 | -1 | -28 | -5 | 6
O=C(NC1CCCN(c2ccc(C(F)(F)F)cn2)C1)c1cc(Cl)ccc1F (centres undefined)
 : 3 | 2 | -0.2 | 6 | -2 | -1 | -2 | .
CCc1ccc([C@@H]2CC=C(C(=O)O)[C@H](c3ccc(Cl)cc3)N2S(=O)(=O)c2ccc(C)cc2)cc1
 : 6 | 4 | -0.1 | 3 | 18 | -25 | -4 | 1
CC[C@@]12C(=O)N(c3ccc(C)cc3)C(=O)N1[C@H](c1ccc(Br)cc1)[C@@H]1C(=O)N(C(C)(C)C)C(=O)[C@@H]12
 : 9 | -6 | . | 0 | 0 | -5 | 14 | 37
Cc1c(C)n(C)c2ccc(C(=O)NCCCN(C)C3CCCCC3)cc12
 : 3 | 6 | . | 2 | -34 | 4 | 3 | -1
C=CCNC(=O)c1cc2c(=O)c3ccccc3oc2nc1C
 : -7 | 1 | . | 1 | 0 | -64 | 0 | 40
Cc1cccc(-c2n[nH]c(=S)n2C)c1
 : . | -2 | -3.7 | . | 2 | -19 | -5 | -5
Cc1cccc(NC(=O)CCC(=O)N/N=C/c2ccncc2)c1
 : . | 4 | -0.3 | . | -1 | -2 | -3 | .
C[C@H](CO)N1C[C@H](C)[C@@H](CN(C)C(=O)CCC(F)(F)F)OCCCC[C@H](C)Oc2ccc(NC(=O)c3ccncc3)cc2C1=O
 : -8 | . | -0.2 | 2 | . | . | -5 | -3
O=C(CCl)Nc1cc(S(=O)(=O)N2CCOCC2)ccc1N1CCOCC1
 : . | 4 | . | . | 0 | -6 | 33 | 1
O=S(=O)(Nc1ccc2c(c1)OCCO2)c1ccc(Br)s1
 : -6 | 3 | . | -3 | . | -5 | -1 | 3
CCOC(=O)C1=NNC2(c3ccc(Cl)cc3)C(=O)N(c3cc(C)cc(C)c3)C(=O)C12 (centres undefined)
 : 2 | . | . | 3 | . | . | -3 | 13
CCCS(=O)(=O)NC(=O)C1(C)CCCN(C(=O)/C=C/c2ccccc2)C1 (centres undefined)
 : -5 | 4 | -0.1 | 1 | 2 | 11 | . | -3
COCC(=O)N1C[C@@H](C)[C@@H](OC)CN(C)C(=O)c2cc(NC(=O)c3ccccc3)ccc2OC[C@H]1C
 : 1 | 1 | -0.2 | 4 | 1 | 0 | -25 | -3
C/C(=N\NC(=O)c1cc(O)ccc1O)c1cccc(NC(=O)c2ccc(Cl)cc2)c1
 : 3 | 2 | -0.4 | -1 | 53* | -6 | 1 | 33
CC1(C)Cc2c(sc3c2C2=NCCN2C=N3)CO1
 : -19 | . | . | 6 | . | . | -1 | -3
C[C@@H]1CN([C@H](C)CO)S(=O)(=O)c2ccc(-c3ccccc3F)cc2O[C@H]1CN(C)C(=O)C1CC1
 : -7 | 3 | -0.1 | 1 | 2 | 7 | -5 | 4
CC(C)OCCCNC(=O)CCSc1ccc(Cl)cc1
 : 11 | . | . | -2 | . | . | -2 | -6
CCCCCCCCCCOC(=O)c1csc2nnsc12
 : 1 | 5 | . | -3 | 0 | -2 | -10 | -13
CCOC(=O)C1CCN(Cc2oc(CO)cc(=O)c2O)CC1
 : -4 | . | . | -2 | . | . | -1 | 8
COC(c1ccccc1)c1nnc(CCC(=O)N2CCCCCCC2)o1 (centres undefined)
 : -9 | 5 | . | -8 | -2 | -21 | -11 | 1
CO[C@H]1CN(C)C(=O)c2cc(NS(=O)(=O)c3ccccc3)ccc2OC[C@@H](C)N(C(=O)NC(C)C)C[C@H]1C
 : -9 | -3 | 0.2 | 5 | -3 | 13 | -36 | -4
O=C(Nc1cc(Br)ccc1O)C1CC(c2c(F)cccc2Cl)=NO1 (centres undefined)
 : -1 | 3 | . | -5 | 3 | -38 | 0 | 1
CCOC(=O)NN1C(=O)c2ccccc2NC1c1ccccc1F (centres undefined)
 : 1 | -8 | -0.4 | 3 | -2 | -1 | -13 | -19
COc1cccc(S(=O)(=O)N2[C@@H]3CNC[C@H]2C3c2ccc(-c3ccc(C(=O)N(C)C)cc3)cc2)c1 (some centres undefined)
 : . | -1 | 0.2 | . | 0 | 28 | . | .
O=C(Cc1ccc(NC2=NC3CS(=O)(=O)CC3S2)cc1)N1CCN(c2ccc(F)cc2)CC1 (centres undefined)
 : -8 | -4 | -0.1 | -3 | 0 | -16 | -5 | 0
COc1ccc(S(=O)(=O)N(C)CC(=O)Nc2ccccc2C(F)(F)F)cc1OC
 : 9 | . | . | 13 | . | . | -4 | 5

Assay outcomes deposited in PubChem BioAssay by Broad Institute.
